D2 antag – antagonists of human D2 dopamine receptor; P14416; HEK293 TREx D2 cells, calcium flux, dopamine EC80; inhibition, % at 10 µM; actives 2% (n = 340,000); in the data active = inhibition above about 30%; also: 0% is about no effect
Target sequence (P14416 whole entry, looked up): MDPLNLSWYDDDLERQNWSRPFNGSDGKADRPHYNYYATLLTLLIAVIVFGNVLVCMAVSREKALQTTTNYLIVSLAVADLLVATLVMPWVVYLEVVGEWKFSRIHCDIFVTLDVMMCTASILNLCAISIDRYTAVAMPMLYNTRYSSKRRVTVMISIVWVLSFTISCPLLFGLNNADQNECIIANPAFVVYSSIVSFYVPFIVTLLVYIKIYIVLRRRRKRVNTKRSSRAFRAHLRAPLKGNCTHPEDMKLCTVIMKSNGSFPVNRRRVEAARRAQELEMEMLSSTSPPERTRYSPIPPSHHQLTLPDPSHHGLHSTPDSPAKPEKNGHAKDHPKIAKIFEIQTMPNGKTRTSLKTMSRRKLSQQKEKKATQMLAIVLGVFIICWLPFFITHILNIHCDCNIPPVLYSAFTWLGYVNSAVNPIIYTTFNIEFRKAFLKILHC
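Calcium flux kinetic readout in an inducible HEK293 TREx D2 line plated overnight at 30 C. After 180 s compound exposure, an EC80 dopamine challenge follows with another 180 s kinetic read to detect antagonism.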
TRHR PAM – allosteric enhancers of human TRH receptor; P34981; TRHR cells, fluo-8 calcium fluorescence, EC20 TRH enhancement; enhancement, % at 2 µM; actives 0.66% (n = 360,000); in the data active = enhancement above about 30%; also: 0% is about no effect
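Enhancer read-out: after compound pinning and an initial kinetic agonist-mode read, an EC20 of TRH (10 nM final) was injected and fluo-8 calcium signal (Ex 480/Em 530) followed at 1 s/cycle for 100 cycles in TRHR-expressing cells.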
D1 ag – agonists of human D1 dopamine receptor. HEK293 T-REx D1 cells, calcium flux, agonist mode. actives 1% (n = 360,000). AID 504660. P21728. activation, % at 2 µM; also: 0% is about no effect
Target sequence (P21728 whole entry, looked up): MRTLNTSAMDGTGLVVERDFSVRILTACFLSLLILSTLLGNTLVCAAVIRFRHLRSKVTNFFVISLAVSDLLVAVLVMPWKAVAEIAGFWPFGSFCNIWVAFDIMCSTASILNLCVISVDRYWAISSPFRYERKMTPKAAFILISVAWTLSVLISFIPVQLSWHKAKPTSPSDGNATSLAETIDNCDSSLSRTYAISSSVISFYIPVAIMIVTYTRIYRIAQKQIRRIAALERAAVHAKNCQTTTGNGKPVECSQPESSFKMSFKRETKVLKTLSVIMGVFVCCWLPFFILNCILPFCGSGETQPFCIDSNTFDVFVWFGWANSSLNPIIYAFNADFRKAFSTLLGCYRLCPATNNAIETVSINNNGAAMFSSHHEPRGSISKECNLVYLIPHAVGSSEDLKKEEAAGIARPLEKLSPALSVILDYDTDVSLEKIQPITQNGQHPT
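Inducible HEK293 T-REx D1 cells, force-coupled to calcium signalling, were plated at 4000 cells/well with tetracycline and held overnight at 30 C. After no-wash calcium dye loading, compound-evoked calcium rise over 180 s flagged agonists.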
D2 ag – agonists of human D2 dopamine receptor. P14416. HEK293 T-REx D2 cells, calcium flux agonist mode. activation, % at 2 µM. actives 0.53% (n = 340,000). AID 485358;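 active = activation over 3 SD above normal in the single-dose calcium agonist read, cut at about 30% in these data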; also: 0% is about no effect
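Tetracycline-induced HEK293 T-REx cells with force-coupled D2 receptor, plated overnight at 30 C, loaded with no-wash calcium dye. After a 10 s baseline, compound was pin-added and calcium flux read kinetically for 180 s; calcium rises flagged agonists.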
D2 potentiator – positive allosteric modulators of human D2 dopamine receptor; HEK293 T-REx D2, calcium flux, EC20 dopamine potentiation; potentiation, % at 10 µM; actives 0.34% (n = 340,000); AID 485347;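 active = potentiation over 3 SD above the plate norm, cut at about 30% in these data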; also: 0% is about no effect
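Potentiation of an EC20 dopamine calcium response measured kinetically over 180 s, after a preceding 180 s compound-only read flagging agonists. Cells: inducible Hek293 Trex D2 line, 4000/well, cultured overnight at 30 C before dye loading.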
D1 PAM – human D1 dopamine receptor positive modulation; P21728; HEK293 TREx D1 cells, calcium flux, dopamine EC20 potentiation; potentiation, % at 10 µM; actives 0.036% (n = 360,000); in the data active = potentiation above about 30%; also: 0% is about no effect
RXFP1 antagonist – blocks the human relaxin receptor RXFP1. activity change, negative = inhibition, % at 57.5 µM. HEK293-RXFP1, relaxin-stimulated cAMP HTRF, 30 min; hits give low values. Q9HBX9. AID 1259400. actives 0.59% (n = 350,000);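 active = activity change of -60% or lower, but not beyond a set lower limit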; also: % is scaled to controls: 0 for no effect and ±100 for the full control effect
D1 antag – antagonists of human D1 dopamine receptor; P21728; HEK293 TREx D1 cells, calcium flux, dopamine EC80; hits give low values; activity change, negative = inhibition, % at 10 µM; actives 3.2% (n = 360,000); AID 504652; in the data active = activity change below about -30%; also: % is scaled to controls: 0 for no effect and ±100 for the full control effect
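Tetracycline-induced HEK293 T-REx cells with force-coupled D1 receptor were loaded with a no-wash calcium dye. Compound was added after a 10 s baseline and read kinetically for 180 s; EC80 dopamine was then added and calcium flux followed another 180 s.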
TRHR agonist – TRH receptor (human) agonism | TRHR cells, calcium flux fluo-8, FDSS agonist mode | activation, % at 2 µM | AID 493084 | actives 0.18% (n = 360,000); also: 0% is about no effect
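TRHR-expressing cells loaded with fluo-8 calcium dye; 23 nL library compound pin-transferred, kinetic FDSS fluorescence (Ex 480/Em 530) recorded about 180 s for agonist-induced calcium release, before a 10 nM TRH EC20 addition for potentiator mode.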
The depositor's hits bear a star; nt = not tested or not shown; & = joins results of further samples. Rule as the data show it, unless noted: active = activation above about 30%; inactive = the rest.

1. O=C(NCc1ccccc1)C1CCN(S(=O)(=O)Cc2ccccc2)CC1
2. Cc1nn(Cc2ccccc2Cl)c(C)c1NC(=O)Cn1nc([N+](=O)[O-])c(Cl)c1C
3. NC(=O)NC1NC(=O)NC1=O (stereo not drawn)
4. CCCCN(CCCNC(=O)C1CCCN(S(=O)(=O)CCC)C1)Cc1ccccc1 (stereo not drawn)
5. CCOC(=O)c1ccc(N2C(=O)c3[nH]nc(-c4ccc(OC)cc4)c3C2c2ccccc2Cl)cc1 (stereo not drawn)
6. O=C(CN1C(=O)C2CCCCN2c2ccc(C(=O)N3CCCC3)cc21)NCc1cccc(Cl)c1 (stereo not drawn)
7. O=C(CCNS(=O)(=O)c1ccccc1F)NCc1ccc2c(c1)OCO2
8. CCOC(=O)c1c(NC(=O)c2ccccc2C)sc2c1CC(C)(C)OC2
9. CC1(C)NC(=O)N(CC(O)COc2ccccc2C(=O)N2CCCCC2)C1=O (stereo not drawn)
10. Cc1cc(NC(=O)CSc2nc3ccsc3c(=O)n2NC(=O)c2ccccc2)no1

| Assay by compound | 1 | 2 | 3 | 4 | 5 | 6 | 7 | 8 | 9 | 10 |
| --- | --- | --- | --- | --- | --- | --- | --- | --- | --- | --- |
| D2 antag | nt | nt | -3 | 3 | nt | nt | 6 | 9 | -1 | -1 |
| TRHR PAM | 5 | -7 | 4&-5 | -8 | 9 | 7 | 10 | -2 | -2 | -6 |
| D1 ag | 4 | 6 | 2&3 | 2 | 1 | 3 | 2 | 3 | 2 | 1 |
| D2 ag | -1.5 | nt | 0.5 | -1.2 | 0.1 | 0.6 | 0.2 | 0.4 | 0.0 | 0.2 |
| D2 potentiator | nt | nt | -6 | -5 | 6 | 2 | 10 | -1 | 1 | -12 |
| D1 PAM | -1 | -1 | 5&-3 | -5 | 1 | -2 | -7 | -1 | -2 | 2 |
| RXFP1 antagonist | -6 | -6 | 7 | 0 | nt | 8 | -7 | -9 | 1 | -6 |
| D1 antag | -11 | -18 | -6&0 | 3 | 12 | 6 | -8 | -3 | -30* | 2 |
| TRHR agonist | -0.8 | 0.1 | 0.0&0.1 | -0.1 | 1.5 | -1.0 | -0.4 | 0.6 | -0.1 | 0.4 |

11. CCC(Cc1ccccc1)NC(=O)CN1C(=O)COc2ccc(S(=O)(=O)N3CCCCCC3)cc21 (stereo not drawn)
12. CCc1c(O)nc(SCc2nc3ccccc3c(=O)[nH]2)[nH]c1=O
13. O=S1(=O)CC2N=C(N(Cc3ccc(F)cc3Cl)c3ccccc3F)SC2C1 (stereo not drawn)
14. Cc1sc2nc(CN3CCC(C)CC3)nc(Cl)c2c1C
15. COC(=O)c1[nH]c(C)c(/C(O)=C2\C(=O)C(=O)N(CCCN3CCOCC3)C2c2ccccn2)c1C (stereo not drawn)
16. COc1ccc(OC)c(NC(=O)CCc2c(C)nn(-c3ccc(N4CCCC4)nn3)c2C)c1
17. CCOC(=O)c1sc(=S)n(Cc2ccccc2)c1C
18. Cc1ccc(Nc2c(-c3cccnc3)nc3ccc(Br)cn23)cc1
19. Cc1cc(=O)[nH]c(SCC(=O)N2CCC(C(N)=O)CC2)n1
20. COC(=O)CSc1nnc(-c2ccco2)n1Cc1ccco1

| Assay by compound | 11 | 12 | 13 | 14 | 15 | 16 | 17 | 18 | 19 | 20 |
| --- | --- | --- | --- | --- | --- | --- | --- | --- | --- | --- |
| D2 antag | nt | 7 | 12 | -9 | 1 | nt | -10 | -22 | 19 | -8 |
| TRHR PAM | 12 | -7 | 2 | -3 | 7 | 2 | -8 | -6&-2 | -4 | 9 |
| D1 ag | 3 | 4 | 9 | 0 | 10 | 0 | 6 | 2&0 | 0 | 4 |
| D2 ag | -0.5 | -0.4 | 1.0 | -0.4 | -2.2 | 0.8 | 1.6 | -1.1&-1.4 | 1.2 | -0.3 |
| D2 potentiator | 8 | -23 | 3 | -10 | 16 | 5 | -7 | 8&1 | -9 | 14 |
| D1 PAM | -5 | 4 | 2 | -1 | 12 | -4 | 0 | 1&-4 | 0 | -2 |
| RXFP1 antagonist | nt | 15 | 0 | nt | -1 | 2 | -5 | 8&-6 | 6 | -8 |
| D1 antag | -1 | 1 | -9 | -7 | -3 | -19 | -31* | 8&-1 | 16 | 2 |
| TRHR agonist | -0.2 | 0.0 | 0.1 | 0.1 | -0.2 | -0.6 | -0.2 | -0.9&-0.7 | 0.6 | -0.6 |

Compound profiles (already shown).
CCOC(=O)c1sc(=S)n(Cc2ccccc2)c1C is listed with D2 antag = -10; TRHR PAM = -8; D1 ag = 6; D2 ag = 1.6; D2 potentiator = -7; D1 PAM = 0; RXFP1 antagonist = -5; D1 antag = -31*; TRHR agonist = -0.2
CCC(Cc1ccccc1)NC(=O)CN1C(=O)COc2ccc(S(=O)(=O)N3CCCCCC3)cc21 (stereo not drawn) is listed with D2 antag = nt; TRHR PAM = 12; D1 ag = 3; D2 ag = -0.5; D2 potentiator = 8; D1 PAM = -5; RXFP1 antagonist = nt; D1 antag = -1; TRHR agonist = -0.2
COC(=O)c1[nH]c(C)c(/C(O)=C2\C(=O)C(=O)N(CCCN3CCOCC3)C2c2ccccn2)c1C (stereo not drawn) is listed with D2 antag = 1; TRHR PAM = 7; D1 ag = 10; D2 ag = -2.2; D2 potentiator = 16; D1 PAM = 12; RXFP1 antagonist = -1; D1 antag = -3; TRHR agonist = -0.2

More records:
21. COc1cc([N+](=O)[O-])ccc1NC(=O)Nc1ccc2c(c1)OCCO2
22. CC(C)(C)NC(=O)CN(Cc1cccs1)C(=O)CCC(=O)Nc1nccs1
23. O=C(CCN1CCCCC1)N/N=C/c1c[nH]c2ccccc12
24. COc1ccc(NCC(=O)N2CCCC2)cc1Cl
25. COc1ccc(OCC(=O)Nc2ccc(C(=O)OCc3cc(=O)n4nc(C)sc4n3)cc2)cc1
26. O=C(Nc1cccc(-c2cnc3ccccc3n2)c1)c1ccccc1
27. CC(C)C[C@H](NC(=O)c1nc[nH]c1C(=O)NCc1ccc(CNC(=O)OC(C)(C)C)cc1)C(=O)OCc1ccccc1
28. CCOc1ccc(NC(=O)Cc2c(O)c3ccccc3[nH]c2=O)cc1
29. Cc1nc(-c2ccc(C(=O)Nc3ccc(F)cc3)cc2)cs1
30. Cc1ccccc1-c1nc(CS(=O)(=O)CC(=O)NCCCN2C(C)CCCC2C)c(C)o1 (stereo not drawn)

| Assay by compound | 21 | 22 | 23 | 24 | 25 | 26 | 27 | 28 | 29 | 30 |
| --- | --- | --- | --- | --- | --- | --- | --- | --- | --- | --- |
| D2 antag | 18 | -22 | -13 | 3 | nt | 18 | 6 | -11 | -9 | -8 |
| TRHR PAM | 3 | 2 | 1 | 3 | 14 | -4 | 0 | 7 | -3 | 4 |
| D1 ag | 1 | 1 | 1 | 2 | 1 | 0 | 13 | 3 | 5 | -1 |
| D2 ag | -0.2 | -1.1 | 0.7 | -0.1 | -0.6 | 1.1 | 0.4 | 0.3 | 0.8 | 1.4 |
| D2 potentiator | -19 | 3 | -10 | -5 | 7 | 4 | 6 | 0 | -8 | -16 |
| D1 PAM | -7 | 1 | -6 | 0 | 0 | -8 | -4 | -4 | -6 | 4 |
| RXFP1 antagonist | -3 | -3 | -34 | -3 | 6 | 8 | nt | -6 | -13 | 5 |
| D1 antag | 7 | -21 | -2 | -30* | 11 | -20 | -4 | 0 | 5 | -10 |
| TRHR agonist | -0.2 | 0.3 | 0.7 | 0.3 | -1.5 | 0.1 | 1.0 | 0.2 | 0.4 | -0.1 |

31. Cn1c(CC(=O)Nc2ccccc2C(F)(F)F)c(Sc2ccccc2)c2ccccc21
32. O=C(c1cc2ccccc2o1)N1CCN(S(=O)(=O)c2ccc(F)c(F)c2F)CC1
33. CSc1ccccc1-c1nnc(NC(=O)Cc2ccccc2)o1
34. Cc1nn(CC(=O)Nc2ccc(S(N)(=O)=O)cc2)c(=O)c2ccccc12
35. COc1ccc2[nH]c(=O)c(CN(CC3CCCO3)S(=O)(=O)c3ccccc3F)cc2c1 (stereo not drawn)
36. COc1cc(CCC(=O)NCc2ccc3c(c2)CCN3C(=O)c2ccc(F)cc2)cc(OC)c1OC
37. CC(C)C[C@H](NC(=O)N1c2ccccc2NC(=O)[C@@H]1C(C)C)C(=O)N1CCC[C@@H]1C(=O)O
38. O=C(CCc1nc2ccccc2s1)OCC(=O)N1CCN(C(=O)c2ccco2)CC1
39. O=C(Nc1c2c(nc3ccccc13)CCCC2)c1ccccc1Cl
40. CC(=O)c1c(C)[nH]c(C(=O)Nc2nccs2)c1C

| Assay by compound | 31 | 32 | 33 | 34 | 35 | 36 | 37 | 38 | 39 | 40 |
| --- | --- | --- | --- | --- | --- | --- | --- | --- | --- | --- |
| D2 antag | -1 | 21 | 16 | -5 | 6 | nt | -13 | 5 | 13 | -12 |
| TRHR PAM | 1 | -5 | -4 | -7 | 16 | 7 | -4 | -11 | -3 | 0 |
| D1 ag | 3 | 5 | 0 | 3 | -1 | -1 | 2 | 0 | 0 | 1 |
| D2 ag | 0.1 | 0.5 | -0.8 | 1.2 | -0.3 | 0.1 | 0.9 | -0.5 | -0.7 | 0.6 |
| D2 potentiator | 7 | 6 | 0 | -5 | -8 | 9 | 6 | -2 | -11 | 16 |
| D1 PAM | -2 | -1 | -1 | -4 | -5 | -4 | -3 | -8 | -8 | -9 |
| RXFP1 antagonist | nt | 11 | 4 | -8 | 19 | -22 | nt | 6 | 2 | -17 |
| D1 antag | 20 | 5 | 3 | 10 | 10 | -8 | -4 | 12 | 7 | 5 |
| TRHR agonist | 0.2 | 0.8 | -0.9 | 1.2 | -0.4 | -0.6 | 0.0 | 0.6 | 1.1 | 0.4 |

41. CCN(CC)C(=O)CSc1nnc(-c2ccccc2)c(-c2ccccc2)n1
42. O=C(Nc1ccc(F)cc1F)Nc1csc2ccccc12
43. CCOC(=O)Nc1ccc2c(c1)OCO2
44. O=C(c1ccc(S(=O)(=O)N2CCOCC2)cc1)N1CCN(c2ccccn2)CC1
45. O=C(COc1ccccc1)NC1CCCCCCC1
46. CCCCC(=O)Nc1nnc(S(=O)(=O)N(C)Cc2ccco2)s1
47. CCOC(=O)C/C(N)=N/NC(=O)c1ccc(Cl)cc1Cl
48. Cc1cccc(OCC(=O)N2CCC(N3CCCCCC3)CC2)c1

| Assay by compound | 41 | 42 | 43 | 44 | 45 | 46 | 47 | 48 |
| --- | --- | --- | --- | --- | --- | --- | --- | --- |
| D2 antag | 1 | -8 | nt | 0 | 7 | -5 | 9 | 1 |
| TRHR PAM | -7 | 1 | 3 | -5 | -1 | -14 | 0 | 15 |
| D1 ag | 1 | 13 | 3 | 2 | 4 | 1 | 1 | 2 |
| D2 ag | 0.1 | -1.6 | nt | -0.3 | -1.9 | 0.2 | -0.2 | -0.4 |
| D2 potentiator | -1 | -16 | 0 | 7 | 2 | 5 | -7 | 10 |
| D1 PAM | -4 | -5 | -5 | 15 | -2 | 1 | 0 | -4 |
| RXFP1 antagonist | 3 | -8 | -7 | 0 | -1 | 10 | -20 | -6 |
| D1 antag | 6 | -33* | -4 | 8 | -8 | 5 | -7 | 8 |
| TRHR agonist | -0.4 | 2.0 | 0.0 | -0.3 | -0.7 | 0.4 | 2.4 | 0.7 |

Assay outcomes (PubChem)
